Bioassay records deposited in PubChem by National Center for Advancing Translational Sciences (NCATS).
IkB signaling = IkB pathway inhibition in ABC-DLBCL cells | Potency, µM (highest dose often 57.1 µM), for inactives: at the top dose IkBa stabilization activation | ABC-DLBCL IkBa-CBG/CBR dual luciferase ratio, 4 h; response scale: scaled: untreated 0%, proteasome inhibitor 100% | hit rate 0.04% among 110,000; active means well fitted curve in the direction sought with a large enough effect in the signal ratio, not every such curve was filed as active; inconclusive means small, poorly fitted or top-dose-only effect, or a change in a side signal; the % refers to the signal ratio;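 further: the direction sought is a rising ratio; 0% = basal untreated cells and 100% = reference inhibitor full response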
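Luminescence ratio of IκBα-fused green versus native red beetle luciferase in OCI-Ly3 cells, 4 h post-doxycycline with compound; red signal alone, scaled from basal (0%) to zero light (-100%), flagged nonspecific or cytotoxic effects.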
Peg3 imprint = genomic imprint erasure induction. mouse ES Peg3-LacZ reporter, beta-gal luminescence, 40 h. Potency, µM (titrated, usually from 60.7 µM), inactives show at the top dose activity change, positive = activation, hits mostly activators. hit rate 0.02% among 110,000. AID 1948;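 further: 0% = negative control wells on the plate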
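Each well holds 300 Peg3LacZ-Neo (maternal) female ES cells incubated 40 h at 37C, 5% CO2. LacZ is measured by BetaGlo luminescence, with AC50 and maximum efficacy derived from dose-response curves.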
p53ts 39C tox = p53ts cell cytotoxicity, nonpermissive temperature; Potency, µM (doses to about 46.1 µM), for inactives: top-dose activity change, negative = cell killing, usual class: cytotoxic; H1299-p53A138V viability at 39C, ATP luminescence, 24 h; hit rate 1.5% among 130,000; AID 902; further: nearly all actives have a fitted effect of over 55% in size
p53ts 32C kill = kills p53ts cells at the permissive temperature; H1299-p53A138V at 32C, ATP luminescence viability, 24 h; Potency, µM (top dose mostly 46.1 µM), for inactives: at the highest dose activity change, negative = cytotoxicity, most hits filed as cytotoxic; hit rate 0.93% among 130,000;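 further: 0% = DMSO and -100% = full killing by reference compound; nearly all actives have a fitted effect of over 55% in size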
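H1299-p53 A138V cells (temperature-sensitive p53) exposed 24 h to up to 46 uM compound at 32C, where p53 is wild-type in conformation. Viability read as ATP luminescence and normalised to DMSO and 100 uM tamoxifen. AC50 fitted with the Hill equation.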
* marks the source's active call; other numbers are inactive results; & = joins results of further samples; [ ] = another dose, or the depositor's remark. Unless noted, the call rests on the fitted dose curve; in most records, active means well fitted curve in the direction sought with a large enough effect; inconclusive means small, poorly fitted or top-dose-only effect, or another doubt; inactive means no such curve, though single readings can be large; an effect the other way counts as inactive or inconclusive. Unless noted, on the % scale 0 is the no-effect control and ±100 the full control effect; potency means the concentration at half of the fitted maximal effect.

Results for CCc1ccc(-c2cn(-c3nc(C)cc(C)n3)c(=N)o2)cc1 ?
IkB signaling: inconclusive; Peg3 imprint: -23%; p53ts 39C tox: -14%; p53ts 32C kill: 12%

Results for CC(C)Cn1c(N)c(C(=O)COC(=O)c2cc(C3CC3)nc3ccccc23)c(=O)n(C)c1=O ?
Peg3 imprint: -16%; p53ts 39C tox: -26%; p53ts 32C kill: -9%

How did Cc1ccc(SCCNS(=O)(=O)c2ccc3c(c2)OCCO3)cc1 do in these assays?
IkB signaling: 5.2%; Peg3 imprint: -22%; p53ts 39C tox: 1%; p53ts 32C kill: -2%

How did O=C(CSc1ccc2c(c1)OCCO2)Nc1ccc(Cl)cn1 do in these assays?
IkB signaling: inconclusive; Peg3 imprint: -15%; p53ts 39C tox: -16%; p53ts 32C kill: inconclusive

Results for CC(=O)c1ccc(NC(=O)Cn2c(=O)cc(C)c3c(C)nn(-c4cccc(F)c4)c32)cc1 ?
IkB signaling: -2.5%; Peg3 imprint: -11%[10.9 µM]; p53ts 39C tox: -13%; p53ts 32C kill: 8%

Results for O=C(Nc1ccc2c(c1)CCCN2C(=O)c1cccs1)c1ccccc1C(F)(F)F ?
IkB signaling: inconclusive; Peg3 imprint: -11%[10.9 µM]; p53ts 39C tox: -27%; p53ts 32C kill: inconclusive

How did CCOc1cc(CNC(=O)c2ccc(C)c(NC(=O)c3nsc4ccccc34)c2)ccc1OC do in these assays?
IkB signaling: inconclusive; Peg3 imprint: -5%[10.9 µM]; p53ts 39C tox: -12%; p53ts 32C kill: 4%

What do the screens show for `CC(C)COc1ccc(C(=O)Nc2cc3nn(-c4ccccc4)nc3cc2Cl)cc1`?
IkB signaling: -1.8%; Peg3 imprint: -7%[10.9 µM]; p53ts 39C tox: 10%; p53ts 32C kill: -8%

How did CCOc1cc(CNc2ccc3[nH]c(=O)[nH]c3c2)ccc1OCC(=O)NC(C)(C)C do in these assays?
IkB signaling: -0.7%; Peg3 imprint: 3%; p53ts 39C tox: -6%; p53ts 32C kill: 7%

How did COc1ccc(N2C(=O)NC3CC2(C)Oc2ccccc23)cc1OC (stereo not drawn) do in these assays?
IkB signaling: 1.3%; Peg3 imprint: -30%; p53ts 39C tox: 13%; p53ts 32C kill: 23%

Results for N#Cc1nc(-c2ccco2)oc1NCCc1ccccc1 ?
IkB signaling: -2.6%; Peg3 imprint: -18%; p53ts 39C tox: 9%; p53ts 32C kill: -2%

How did c1ccc(-n2nnnc2-c2cnc(-c3cccnc3)nc2-c2cccs2)cc1 do in these assays?
p53ts 39C tox: -3%; p53ts 32C kill: -4%

What do the screens show for `COc1ccc2c(c1)c1c(c(=O)n(-c3cc(Cl)ccc3C)c(=O)n1CC(=O)N1CCCC1)n2C`?
IkB signaling: 0.1%; Peg3 imprint: 10%[10.9 µM]; p53ts 39C tox: -12%; p53ts 32C kill: 5%

What do the screens show for `Cc1ccc(S(=O)(=O)NCCOc2nc(N(C)C)nc(N3CCOCC3)n2)cc1`?
IkB signaling: -4.2%; Peg3 imprint: -15%; p53ts 39C tox: -2%; p53ts 32C kill: -1%

What do the screens show for `COCC(C)NC(=O)c1cccc(Cl)c1` (stereo not drawn)?
IkB signaling: -2.4%; Peg3 imprint: -15%; p53ts 39C tox: 11%; p53ts 32C kill: 7%

How did COc1ccc(-n2nc3cc(C)c(NC(=O)Cc4ccc(Cl)cc4)cc3n2)cc1 do in these assays?
IkB signaling: -1.2%; Peg3 imprint: -9%[10.9 µM]; p53ts 39C tox: 11%; p53ts 32C kill: -3%

What do the screens show for `OCc1c[nH]c2ccccc12`?
IkB signaling: 3.2%; Peg3 imprint: -2%&-3%; p53ts 39C tox: -5%; p53ts 32C kill: 3%

How did Cc1coc2c(C)c3oc(=O)c(CCC(=O)NCCc4ccc(Cl)cc4)c(C)c3cc12 do in these assays?
IkB signaling: 0.9%; Peg3 imprint: -8%[10.9 µM]; p53ts 39C tox: -1%; p53ts 32C kill: 14%

How did Cc1ccc(S(=O)(=O)N2CCCC2C(=O)OCc2ccco2)cc1 (stereo not drawn) do in these assays?
IkB signaling: inconclusive; Peg3 imprint: inconclusive; p53ts 39C tox: 4%; p53ts 32C kill: 14%

Results for CCCc1[nH]nc2c1C(c1ccc(OC(=O)N3CCOCC3)cc1)C(C#N)=C(N)O2 (stereo not drawn) ?
IkB signaling: 3.5%; Peg3 imprint: -3%; p53ts 39C tox: -5%; p53ts 32C kill: -18%

How did O=C(CCn1nc(-c2ccc(Cl)cc2)c2ccccc2c1=O)Nc1ccc(OC(F)(F)F)cc1 do in these assays?
IkB signaling: -1.3%; Peg3 imprint: -8%[10.9 µM]; p53ts 39C tox: inconclusive; p53ts 32C kill: -15%

Results for Cc1cccc(NC(=O)Cc2ccc(-n3c(C)nc4cccnc43)cc2)c1C ?
IkB signaling: inconclusive; Peg3 imprint: -18%[10.9 µM]; p53ts 39C tox: 15%; p53ts 32C kill: -13%

How did CCc1ccc(NC(=O)C(=O)NCC(c2ccc3c(c2)OCO3)N2CCOCC2)cc1 (stereo not drawn) do in these assays?
IkB signaling: -1.1%; Peg3 imprint: 5%[10.9 µM]; p53ts 39C tox: -2%; p53ts 32C kill: 0%

How did O=c1ccc2cc(O)c(O)cc2o1 do in these assays?
IkB signaling: -0.7%[25.6 µM]; Peg3 imprint: -23%; p53ts 39C tox: -12%; p53ts 32C kill: -11%

Results for O=C(O)c1cc(Nc2nc(N3CCOCC3)nc(N3CCOCC3)n2)ccc1Cl ?
IkB signaling: 1.9%; Peg3 imprint: 10%; p53ts 39C tox: 14%; p53ts 32C kill: -2%

How did O=C(Nc1ccccc1-c1ccccc1)NC1CCN(C(=O)N2CCOCC2)CC1 do in these assays?
IkB signaling: -0.9%; Peg3 imprint: -4%; p53ts 39C tox: -8%; p53ts 32C kill: 6%

How did Cc1cccc(C)c1NC(=O)CN(Cc1ccc(Br)cc1)S(=O)(=O)c1ccccc1 do in these assays?
IkB signaling: inconclusive; Peg3 imprint: -19%[10.9 µM]; p53ts 39C tox: 1%; p53ts 32C kill: 4%

Results for O=C(C1=NN(c2ccccc2)C2C(=O)N(c3ccc(Cl)cc3)C(=O)C12)c1ccccc1 (stereo not drawn) ?
p53ts 39C tox: -11%; p53ts 32C kill: 0%

What do the screens show for `O=C(c1cccc(F)c1)N1CCN=C1SCc1cccnc1`?
IkB signaling: -1.5%; Peg3 imprint: -20%; p53ts 39C tox: -2%; p53ts 32C kill: 2%

Results for CC1CCc2onc(C(=O)N3CCN(c4ccccc4)CC3)c2C1 (stereo not drawn) ?
IkB signaling: -4.3%; Peg3 imprint: -5%[10.9 µM]; p53ts 39C tox: inconclusive; p53ts 32C kill: -2%

Results for Cc1cc(N(CC(=O)O)S(C)(=O)=O)ccc1Br ?
IkB signaling: 0.9%; Peg3 imprint: 7%; p53ts 39C tox: -4%; p53ts 32C kill: 1%

Results for O=C(CSc1nccn1Cc1ccccc1)Nc1ccc2c(c1)OCCO2 ?
IkB signaling: 4.2%; Peg3 imprint: 20%[10.9 µM]; p53ts 39C tox: inconclusive; p53ts 32C kill: 3%

How did COc1ccc(-c2nc(C)c(CCNC(=O)c3ccco3)s2)cc1 do in these assays?
IkB signaling: -0.3%; Peg3 imprint: 15%[10.9 µM]; p53ts 39C tox: inconclusive; p53ts 32C kill: 0%

Results for CN(C)CCNC(=O)c1ccc2nc(CCc3ccccc3)oc2c1 ?
IkB signaling: -1.9%; Peg3 imprint: -8%[10.9 µM]; p53ts 39C tox: -14%; p53ts 32C kill: -9%

How did O=C(CSCc1ccccc1Cl)NCc1ccc(Cl)c(Cl)c1 do in these assays?
IkB signaling: -2.0%; Peg3 imprint: 14%[10.9 µM]; p53ts 39C tox: 51%[activator]; p53ts 32C kill: -13%

What do the screens show for `Cc1ccc(OCC(=O)Nc2ccc3nn(-c4ccc(Cl)cc4)nc3c2)cc1`?
IkB signaling: -1.0%; Peg3 imprint: -2%[10.9 µM]; p53ts 39C tox: 9%; p53ts 32C kill: 3%

How did CC(=O)Nc1ccc(NC(=O)CSc2nnc3c4cc(Br)ccc4n(C)c3n2)cc1 do in these assays?
IkB signaling: -3.5%; Peg3 imprint: 8%[10.9 µM]; p53ts 39C tox: 1%; p53ts 32C kill: 1%

How did COc1ccc(C(C)=O)c2c(O)cccc12 do in these assays?
IkB signaling: 2.3%; Peg3 imprint: -3%; p53ts 39C tox: 2%; p53ts 32C kill: 3%

What do the screens show for `CC(C)c1ccc(NC(=O)c2cc(S(=O)(=O)N(C)C3CCCCC3)ccc2F)cc1`?
IkB signaling: inconclusive; Peg3 imprint: inconclusive; p53ts 39C tox: -28%; p53ts 32C kill: -1%

Results for COc1cccc(Nc2nnc(SCn3nnc4ccccc4c3=O)s2)c1 ?
IkB signaling: 2.6%; Peg3 imprint: -18%; p53ts 39C tox: -18%; p53ts 32C kill: 1%

How did S=c1[nH]nc(Cc2ccccc2)n1Cc1ccco1 do in these assays?
IkB signaling: 1.3%; Peg3 imprint: -8%; p53ts 39C tox: 5%; p53ts 32C kill: -16%

What do the screens show for `Cn1c(=O)c2c(nc3sccn32)n(C)c1=O`?
IkB signaling: -1.3%; Peg3 imprint: -11%; p53ts 39C tox: 8%; p53ts 32C kill: 11%

What do the screens show for `O=C(NCc1ccccn1)NC12CC3CC(CC(C3)C1)C2`?
IkB signaling: -0.4%; Peg3 imprint: -15%; p53ts 39C tox: -3%; p53ts 32C kill: 5%

Results for O=C(Cc1ccc(S(=O)(=O)N2CCCC2)s1)N1CCOCC1 ?
IkB signaling: 0.3%; Peg3 imprint: 3%; p53ts 39C tox: -5%; p53ts 32C kill: 3%

How did O=C(Nc1ccccc1F)c1nc(SCc2ccccc2F)ncc1Cl do in these assays?
IkB signaling: -2.2%; Peg3 imprint: 10%[10.9 µM]; p53ts 39C tox: -4%; p53ts 32C kill: 2%

Among those listed so far, these have a furan ring, fused or not.
Results for N#Cc1nc(-c2ccco2)oc1NCCc1ccccc1 ?
IkB signaling: -2.6%; Peg3 imprint: -18%; p53ts 39C tox: 9%; p53ts 32C kill: -2%

How did Cc1coc2c(C)c3oc(=O)c(CCC(=O)NCCc4ccc(Cl)cc4)c(C)c3cc12 do in these assays?
IkB signaling: 0.9%; Peg3 imprint: -8%[10.9 µM]; p53ts 39C tox: -1%; p53ts 32C kill: 14%

How did Cc1ccc(S(=O)(=O)N2CCCC2C(=O)OCc2ccco2)cc1 (stereo not drawn) do in these assays?
IkB signaling: inconclusive; Peg3 imprint: inconclusive; p53ts 39C tox: 4%; p53ts 32C kill: 14%

How did COc1ccc(-c2nc(C)c(CCNC(=O)c3ccco3)s2)cc1 do in these assays?
IkB signaling: -0.3%; Peg3 imprint: 15%[10.9 µM]; p53ts 39C tox: inconclusive; p53ts 32C kill: 0%

How did S=c1[nH]nc(Cc2ccccc2)n1Cc1ccco1 do in these assays?
IkB signaling: 1.3%; Peg3 imprint: -8%; p53ts 39C tox: 5%; p53ts 32C kill: -16%

Further entries follow:
What do the screens show for `Cn1c(SCC(=O)N2CCOCC2)nnc1-c1ccccc1`?
IkB signaling: -0.2%; Peg3 imprint: -8%; p53ts 39C tox: 4%; p53ts 32C kill: -2%

What do the screens show for `CCSC1=NC2(CCN(C(=O)NC3CCCCC3)CC2)N=C1c1ccc(C)cc1`?
IkB signaling: 0.8%; Peg3 imprint: 10%[10.9 µM]; p53ts 39C tox: 8%; p53ts 32C kill: 1%

Results for COc1cccc2cc(C(=O)NCCc3c(C)[nH]c4ccc(Br)cc34)c(=O)oc12 ?
IkB signaling: inconclusive; Peg3 imprint: 5%[10.9 µM]; p53ts 39C tox: -2%; p53ts 32C kill: -11%

What do the screens show for `O=S(=O)(c1ccccc1)c1nc(-c2cccs2)oc1SCc1ccccc1Cl`?
IkB signaling: -1.3%; Peg3 imprint: -13%[10.9 µM]; p53ts 39C tox: 17%; p53ts 32C kill: 7%

Results for Cc1cccc(OCC(=O)Nc2cc(C)ccc2O)c1 ?
IkB signaling: 8.7%; Peg3 imprint: -30%[inhibitor]; p53ts 39C tox: 0%; p53ts 32C kill: -6%

How did CCc1ccccc1N(C)C(=O)c1sc2nc3n(c(=O)c2c1C)CCCCC3 do in these assays?
IkB signaling: 1.9%; Peg3 imprint: -8%[10.9 µM]; p53ts 39C tox: -19%; p53ts 32C kill: 10%
